From PubChem BioAssay
PKA kinase inh – inhibitors of human PKA kinase activity, primary screen, biochemical, ATP-depletion luminescence, Kemptide substrate. cAMP-dependent protein kinase catalytic subunit alpha (Homo sapiens), P17612. PKA Kemptide phosphorylation, Kinase-Glo ATP luminescence. inhibition, % at 6 µM. 65,000 tested, 0.1% active. AID 524, 2006;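 active = inhibition above the screen-wide mean inhibition plus 3 SD, cut at about 21% in these data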; note: many of its hits are not listed in these tables
JNK3 blocker – JNK3 kinase activity inhibitors, primary screen, biochemical, human, purified enzyme | 60,000 tested, 0.61% active | Mitogen-activated protein kinase 10 (Homo sapiens), P53779 | inhibition, % at 8 µM | HTS | AID 746, 2007; in the data active = inhibition above about 17%;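 note: 0% = DMSO and 100% = reference inhibitor; many of its hits are not listed in these tables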
HEK293 NFkB inh – inhibitors of PMA/ionomycin-induced NF-kB reporter, primary screen, antigen receptor NF-kB inhibitor project, cell-based, HEK-293 luciferase reporter, luminescence. HEK-293 NF-kB luciferase reporter. inhibition, % at 3 µM. 62,000 tested, 0.21% active. AID 465, 2006;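 active = inhibition above the mean of all tested compounds plus 3 SD, cut at about 40% in these data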;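 note: 0% = stimulated DMSO wells and 100% = 10 µM reference inhibitor 5653914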
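Material: HEK-293 cells with stable firefly luciferase reporter driven by four HIV NF-kB elements / Also added: PMA plus ionomycin mix as NF-kB-activating stimulus / Compound dosing: 3 µM once, 0.30% DMSO / Times: 1 h pretreatment, 16 h stimulation, 37 °C / Signal: luminescence / Evaluation: per-plate % inhibition versus controls / Benchmarks: DMSO and 10 µM reference inhibitor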
MMP13 inh – human MMP13 inhibitors, primary screen, biochemical, FRET peptide cleavage. Collagenase 3 (Homo sapiens), P45452. MMP-13 fTHP FRET cleavage, Mca fluorescence. inhibition, % at 4 µM. 65,000 tested, 0.07% active. AID 570, 2006;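 active = inhibition above the mean of compound-free control plate wells plus 3 SD, cut at about 14% in these data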;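 note: 0% = DMSO wells and 100% = wells with reference MMP-13 inhibitor after basal subtraction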
Autofluor 339 – intrinsic fluorescence of library compounds, ex339/em460 – biochemical, MLSMR library, data from DPM-DC assay, artefact control, profiling panel | compound autofluorescence, ex339/em460 nm, NADH buffer; stronger effect = higher value; 1 = no-compound wells, NADH background | fluorescence fold increase at 10 µM | 65,000 tested, 5.5% active | AID 709, 2007;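 active = at 10 µM, mean starting fluorescence two-fold or more over control wells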;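 note: signal is the first read of a kinetic run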
Ecoli tolC – growth inhibitors of E. coli tolC mutant, primary screen, strain BW25113 ΔtolC::kan, 384-well; OD615; growth inhibition, % at 10 µM (by protocol); 65,000 tested, 2.2% active;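 active = growth inhibition at or above a cutoff equal to the mean over every tested compound plus 3 SD, cut at about 60% in these data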;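 note: growth measured after 20 h incubation at 37 °C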
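Test system: tolC-deleted E. coli BW25113; medium: LB with kanamycin 50 µg/mL; compound: single-point testing at 10 µM; incubation: 20 h compound exposure of bacteria at 37 °C; signal: OD at 615 nm; evaluation: growth inhibition in percent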
ROCK2 blocker – inhibitors of human ROCK2 kinase, primary screen, biochemical, high-throughput, luminescence; 60,000 tested, 0.35% active; inhibition, % at 6 µM; purified ROCK2, Kinase-Glo ATP depletion luminescence; AID 604, 2007;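 active = inhibition above the screen-wide mean inhibition plus 3 SD, cut at about 18% in these data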;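 note: plate controls were DMSO wells for no effect and Y-27632 control wells after no-enzyme background subtraction for full effect; many of its hits are not listed in these tables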
Target sequence (O75116 whole entry, looked up): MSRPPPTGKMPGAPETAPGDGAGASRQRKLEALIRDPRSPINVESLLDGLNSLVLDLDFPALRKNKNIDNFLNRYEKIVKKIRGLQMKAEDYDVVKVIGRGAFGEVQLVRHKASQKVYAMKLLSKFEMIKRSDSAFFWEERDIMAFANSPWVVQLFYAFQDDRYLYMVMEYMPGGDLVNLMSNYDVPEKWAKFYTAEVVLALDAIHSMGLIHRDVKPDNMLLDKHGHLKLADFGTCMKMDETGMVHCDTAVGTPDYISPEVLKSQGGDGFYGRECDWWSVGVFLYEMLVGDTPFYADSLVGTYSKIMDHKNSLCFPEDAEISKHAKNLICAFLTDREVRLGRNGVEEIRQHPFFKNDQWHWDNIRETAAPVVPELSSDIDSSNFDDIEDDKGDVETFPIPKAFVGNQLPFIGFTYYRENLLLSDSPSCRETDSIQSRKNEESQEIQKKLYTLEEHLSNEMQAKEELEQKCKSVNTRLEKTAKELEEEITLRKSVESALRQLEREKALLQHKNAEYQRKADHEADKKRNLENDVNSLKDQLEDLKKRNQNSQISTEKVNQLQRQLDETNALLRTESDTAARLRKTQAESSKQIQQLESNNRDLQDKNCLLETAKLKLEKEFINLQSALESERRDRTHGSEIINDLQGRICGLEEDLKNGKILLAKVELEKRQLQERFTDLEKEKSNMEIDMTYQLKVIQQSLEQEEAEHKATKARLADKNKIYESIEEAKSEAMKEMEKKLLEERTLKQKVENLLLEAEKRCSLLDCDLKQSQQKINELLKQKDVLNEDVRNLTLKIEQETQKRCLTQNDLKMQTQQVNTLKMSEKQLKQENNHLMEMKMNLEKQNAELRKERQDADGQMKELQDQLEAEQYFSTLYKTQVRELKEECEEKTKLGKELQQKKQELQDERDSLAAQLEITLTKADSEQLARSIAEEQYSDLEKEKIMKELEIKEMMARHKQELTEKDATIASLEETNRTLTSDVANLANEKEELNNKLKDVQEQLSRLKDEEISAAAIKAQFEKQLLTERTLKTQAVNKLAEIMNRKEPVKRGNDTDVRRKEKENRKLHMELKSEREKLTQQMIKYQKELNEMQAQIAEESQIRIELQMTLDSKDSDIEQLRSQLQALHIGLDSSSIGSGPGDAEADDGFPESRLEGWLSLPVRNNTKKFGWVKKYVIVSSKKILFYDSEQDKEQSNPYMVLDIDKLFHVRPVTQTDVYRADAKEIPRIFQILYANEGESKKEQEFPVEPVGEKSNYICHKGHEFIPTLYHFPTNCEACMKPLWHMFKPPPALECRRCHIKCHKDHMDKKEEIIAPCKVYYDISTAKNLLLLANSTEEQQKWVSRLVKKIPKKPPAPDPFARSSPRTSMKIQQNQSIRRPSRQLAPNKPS
NADH coupling – inhibitors of PK/LDH coupling enzymes, profiling panel, artefact control, biochemical, MLSMR library; coupled PK/LDH NADH assays, four targets; IC50, µM (doses to about 10 µM), without a hit: at the top dose inhibition; 65,000 tested, 0.02% active; AID 774, 2007;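 active = single-dose screening hits from any of four coupled enzyme assays that gave an IC50 when retested across doses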;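 note: the DPM-DC format reads NADH fluorescence rather than 340 nm absorbance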
Abs 340nm – compound light absorbance at 340 nm, profiling panel, artefact control, biochemical, MLSMR library, data from PS, PMK, MK assays; compound absorbance at 340 nm, fold over control; fold change at 10 µM; 65,000 tested, under 10 active; AID 708, 2007;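 active = at 10 µM dose, initial 340 nm absorbance at least 2 fold that of control wells; inactive = change under 2 fold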;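 note: initial absorbance extrapolated from kinetic A340 decline of NADH oxidation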
An asterisk follows results filed as active; . = no result given; [ ] = dose if it differs, or a comment. Not all compounds are listed. The share of hits here may be higher or lower than overall.

Keys: A = PKA kinase inh; B = JNK3 blocker; C = HEK293 NFkB inh; D = MMP13 inh; E = Autofluor 339; F = Ecoli tolC; G = ROCK2 blocker; H = NADH coupling; I = Abs 340nm
1) CSc1nc(SCC(=O)NCc2ccco2)c2c3c(sc2n1)CN(C)CC3
  A: -3 | B: . | C: 5 | D: -54 | E: 1.3 | F: -6 | G: . | H: 7% | I: 1.1
2) CCOC(=O)c1cc(C)sc1N1C(=O)C2C3C=CC(C3)C2C1=O (stereo unspecified)
  A: 0 | B: 6 | C: -5 | D: 4 | E: 1 | F: 5 | G: -8 | H: 2% | I: 0.99
3) COc1nc(-c2ccccc2)ccc1-c1noc(-c2ccccc2)n1
  A: 2 | B: 4 | C: -2 | D: -9 | E: 1.8 | F: 6 | G: 1 | H: 2% | I: 1.1
4) COCCNC(=O)C(c1ccccc1)N(C(=O)Cn1nnc2ccccc21)c1cccnc1 (stereo unspecified)
  A: 2 | B: 1 | C: -3 | D: 0 | E: 1.1 | F: -4 | G: 1 | H: 9% | I: 0.98
5) COc1cc(NC(=O)CN2CCN(c3ccccc3F)CC2)cc(OC)c1
  A: 3 | B: 2 | C: -9 | D: 2 | E: 1.2 | F: 7 | G: 0 | H: 1% | I: 1
6) CCOc1cc(C2C(C(=O)N3CCCCC3)=C(C)NC3=C2C(=O)CC(C)(C)C3)ccc1O (stereo unspecified)
  A: 6 | B: -6 | C: 19 | D: -2 | E: 1.6 | F: -11 | G: 8 | H: 9% | I: 1.1
7) CC(C)OC(=O)CCc1nc2ccccc2[nH]c1=O
  A: -6 | B: -3 | C: 12 | D: -6 | E: 2* | F: -1 | G: -4 | H: 3% | I: 1.1
8) COC(=O)CNC(=O)C1CCCN1C(=O)OC(C)(C)C (stereo unspecified)
  A: 2 | B: . | C: 16 | D: 1 | E: 1.1 | F: -13 | G: . | H: 1% | I: 1
9) COc1ccc(-c2nnc(SCC(=O)c3[nH]c(C)c(C(C)=O)c3C)o2)cc1
  A: 6 | B: 4 | C: 2 | D: 2 | E: 1.1 | F: -4 | G: 8 | H: 5% | I: 1.1
10) COc1cc(C(=O)Nc2cccc(-c3nc4ccccc4o3)c2C)cc(OC)c1OC
  A: 7 | B: 1 | C: 12 | D: 6 | E: 1.2 | F: 17 | G: 6 | H: 5% | I: 1.1

Exported in transposed form: seven of the compounds above
10) COc1cc(C(=O)Nc2cccc(-c3nc4ccccc4o3)c2C)cc(OC)c1OC
4) COCCNC(=O)C(c1ccccc1)N(C(=O)Cn1nnc2ccccc21)c1cccnc1 (stereo unspecified)
8) COC(=O)CNC(=O)C1CCCN1C(=O)OC(C)(C)C (stereo unspecified)
3) COc1nc(-c2ccccc2)ccc1-c1noc(-c2ccccc2)n1
1) CSc1nc(SCC(=O)NCc2ccco2)c2c3c(sc2n1)CN(C)CC3
7) CC(C)OC(=O)CCc1nc2ccccc2[nH]c1=O
5) COc1cc(NC(=O)CN2CCN(c3ccccc3F)CC2)cc(OC)c1

| assay / compound | 10 | 4 | 8 | 3 | 1 | 7 | 5 |
| --- | --- | --- | --- | --- | --- | --- | --- |
| PKA kinase inh | 7 | 2 | 2 | 2 | -3 | -6 | 3 |
| JNK3 blocker | 1 | 1 | . | 4 | . | -3 | 2 |
| HEK293 NFkB inh | 12 | -3 | 16 | -2 | 5 | 12 | -9 |
| MMP13 inh | 6 | 0 | 1 | -9 | -54 | -6 | 2 |
| Autofluor 339 | 1.2 | 1.1 | 1.1 | 1.8 | 1.3 | 2* | 1.2 |
| Ecoli tolC | 17 | -4 | -13 | 6 | -6 | -1 | 7 |
| ROCK2 blocker | 6 | 1 | . | 1 | . | -4 | 0 |
| NADH coupling | 5% | 9% | 1% | 2% | 7% | 3% | 1% |
| Abs 340nm | 1.1 | 0.98 | 1 | 1.1 | 1.1 | 1.1 | 1 |

Carrying on:
Keys: A = PKA kinase inh; B = JNK3 blocker; C = HEK293 NFkB inh; D = MMP13 inh; E = Autofluor 339; F = Ecoli tolC; G = ROCK2 blocker; H = NADH coupling; I = Abs 340nm
11) COc1ccc(-c2cc(C(F)(F)F)nc(N3CCN(C)CC3)n2)cc1
  A: 2 | B: . | C: 13 | D: -8 | E: 1.3 | F: 41 | G: . | H: 3% | I: 1.1
12) N#Cc1c(N)sc(=S)c2c1CCCCC2
  A: 6 | B: 8 | C: . | D: 1 | E: 1.1 | F: 0 | G: 6 | H: 1% | I: 1
13) Cn1cccc1Cc1nnc(SCC(=O)Nc2ccc3c(c2)OCO3)n1CCc1ccccc1
  A: -2 | B: -1 | C: 7 | D: 0 | E: 1.2 | F: 30 | G: 4 | H: 6% | I: 1.1
14) COCc1nc(-c2cc(Br)ccc2OC)no1
  A: 3 | B: -3 | C: 11 | D: 5 | E: 1.1 | F: -1 | G: -6 | H: 4% | I: 1
15) COc1cc(OC)cc(-c2cc3nc4c(c(N5CCN(c6cnccn6)CC5)n3n2)CCCC4)c1
  A: 6 | B: 3 | C: -6 | D: -6 | E: 2.8* | F: -2 | G: 6 | H: 1% | I: 1
16) Cc1cc(C)n(-c2nc(NCC3CCCO3)c3c4c(sc3n2)COC(C)(C)C4)n1 (stereo unspecified)
  A: 0 | B: 0 | C: -4 | D: -39 | E: 3.7* | F: 51 | G: -1 | H: 8%[fluoresces] | I: 1.1
17) CS(=O)(=O)c1nc(-c2cccs2)cc(C(F)(F)F)n1
  A: 9 | B: . | C: 17 | D: -58 | E: 2.2* | F: 11 | G: . | H: 3%[fluoresces] | I: 1.2
18) CCOC(=O)c1c(C)c(C(=O)N2CCN(c3cccc(Cl)c3)CC2)c(C)n1C
  A: 4 | B: -4 | C: 9 | D: 1 | E: 1.1 | F: 48 | G: 3 | H: 6% | I: 0.97
19) CCOC(=O)CC1C(=O)NCCN1C(=O)c1cc2c(=O)n3cccc(C)c3nc2s1 (stereo unspecified)
  A: 2 | B: 1 | C: 10 | D: -200[fluorescence artefact?] | E: 2.1* | F: 2 | G: 1 | H: 10%[fluoresces] | I: 1.1
20) CCOC(=O)N1CCC(NC(=O)c2ccc(CNS(=O)(=O)c3ccc(F)cc3)cc2)CC1
  A: 7 | B: . | C: 15 | D: 2 | E: 1.1 | F: 16 | G: . | H: 4% | I: 0.97

Keys: A = PKA kinase inh; B = JNK3 blocker; C = HEK293 NFkB inh; D = MMP13 inh; E = Autofluor 339; F = Ecoli tolC; G = ROCK2 blocker; H = NADH coupling; I = Abs 340nm
21) Cc1ccccc1-c1nc(Cc2ccccc2)no1
  A: 9 | B: 6 | C: -10 | D: 1 | E: 1 | F: 15 | G: 5 | H: 3% | I: 1
22) Cn1c(C(=O)NCCN2CCOCC2)cc2c(=O)n(C)c3ccccc3c21
  A: -4 | B: -7 | C: 16 | D: -10 | E: 1.4 | F: 2 | G: -2 | H: 3% | I: 1.1
23) CCn1c(NCc2c[nH]c3ccccc23)nc2ccccc21
  A: 9 | B: -5 | C: 8 | D: 2 | E: 1.1 | F: 12 | G: 4 | H: 3% | I: 1
24) Nc1nonc1-c1nc2ccccc2[nH]1
  A: 19 | B: 1 | C: -2 | D: 2 | E: 1.2 | F: -10 | G: 61* | H: 4% | I: 1
25) CCOCCCNCC(=O)Nc1ccccc1N1CCOCC1
  A: 9 | B: -2 | C: 6 | D: -1 | E: 1.1 | F: -17 | G: 5 | H: 19% | I: 1.1
26) CCCCCSc1nc(C)c(CC(=O)O)c(=O)[nH]1
  A: -3 | B: -10 | C: . | D: -2 | E: 1.1 | F: 11 | G: -19 | H: 2% | I: 1
27) Nc1cc(-c2cccc(F)c2)nn1S(=O)(=O)c1cccc2nsnc12
  A: 2 | B: 9 | C: 6 | D: 5 | E: 1.1 | F: 24 | G: 1 | H: 4% | I: 1.1
28) CCOC(=O)c1sc(NC(=O)CSc2ncn(-c3ccccc3)n2)nc1C
  A: 7 | B: 3 | C: 14 | D: 1 | E: 0.97 | F: 3 | G: 3 | H: 3% | I: 1
29) Nc1nc(NC(=O)c2cccs2)nn1-c1ccccc1
  A: 4 | B: 2 | C: . | D: -24 | E: 1 | F: 9 | G: 7 | H: 2% | I: 0.99
30) COc1ccc(Cc2nnc(SCC(=O)NCCc3ccccc3)o2)cc1
  A: 9 | B: 2 | C: 12 | D: 2 | E: 1.1 | F: 13 | G: 3 | H: 0% | I: 1

Keys: A = PKA kinase inh; B = JNK3 blocker; C = HEK293 NFkB inh; D = MMP13 inh; E = Autofluor 339; F = Ecoli tolC; G = ROCK2 blocker; H = NADH coupling; I = Abs 340nm
31) COc1ccc(C(=O)CN2C3=NCCCN3c3ccccc32)cc1OC
  A: 10 | B: . | C: 18 | D: 1 | E: 1 | F: 14 | G: . | H: 5% | I: 0.99
32) CCCCNC(=O)c1ccccc1NC(=O)c1ccccc1N(C)S(C)(=O)=O
  A: 4 | B: -4 | C: 2 | D: -6 | E: 1.1 | F: 6 | G: 1 | H: 5% | I: 1
33) CCSc1nnc(NC(=O)c2cc(C)oc2C)s1
  A: 3 | B: 1 | C: -41 | D: 2 | E: 1.1 | F: 54 | G: 3 | H: 7% | I: 1
34) O=C(OCC(=O)N1CCN(c2ccccc2)CC1)c1ccc2ncsc2c1
  A: 6 | B: 1 | C: 0 | D: -6 | E: 1.2 | F: 12 | G: 2 | H: 13% | I: 0.98
35) CCOC(=O)CC12CN3CN(C1)CC(CC(=O)OCC)(C3)C2=O
  A: 1 | B: 0 | C: 9 | D: 2 | E: 1.1 | F: -18 | G: 2 | H: 2% | I: 0.99
36) O=C(Cc1cccs1)N1CCCC(c2nc3c(nnn3Cc3ccc(F)cc3)c(=O)[nH]2)C1 (stereo unspecified)
  A: 11 | B: 3 | C: 22 | D: 3 | E: 1.1 | F: 19 | G: 3 | H: 5% | I: 1
37) COC(=O)c1c(NC(=O)Cc2cccs2)sc(C(=O)N2CCCCC2)c1C
  A: 8 | B: 3 | C: 6 | D: 0 | E: 1.1 | F: 23 | G: 5 | H: 6% | I: 1.1
